High-throughput results: PubChem, several laboratories
Measles CPE: protection of cells from measles virus; Measles virus-infected cells, CPE protection, absorbance; protection (pct of control), % at 4 µM; 140,000 tested, 1.5% active; AID 841; in the data active means protection mostly above about 24%, no sharp cut-off; inactive means mostly below about 26%; further: some compounds called inactive have numbers as strong as hits
MRP1 act: activates MRP-1. 140,000 tested, 0.61% active. AID 799. H69AR cells + doxorubicin, viability rescue, CellTiter-Glo. viability increase, % at 10 µM;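 active means viability gain under doxorubicin at or above a set limit, the compound median plus 3 SD, cut at about 4.7% in these data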;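 further: MRP-1 overexpressing cells given doxorubicin 25 µM after compound pretreatment; 18-22 h compound pretreatment then 72 h with doxorubicin before readout; 0% = doxorubicin-only wells and 100% = vehicle-treated cells without doxorubicin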
BB579 growth dn: chemicals that inhibit yeast BB579 growth in restrictive medium (lifespan-shortening candidates) | AID 804 | 140,000 tested, 0.51% active | S. cerevisiae BB579 growth, OD615, 48 h | inhibition, % at 10 µM;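 active means inhibition above a set limit, 3 SD over the mean compound inhibition, cut at about 44% in these data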; further: inactives centre near -24
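Test system: DeaD yeast strain BB579 / Buffer or medium: restrictive glucose-based CSMM-D medium / Doses: single 10 µM dose / Schedule: 4 h cell preincubation, 48 h compound exposure, 30 °C humidified / Technique: culture absorbance at 615 nm / Controls: amphotericin B positive control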
GALR2 blocker: antagonists of human galanin receptor 2 (GALR2); AID 828; 140,000 tested, 0.39% active; GALR2-expressing cells, antagonist mode; O43603; inhibition, % at 4 µM; in the data active means inhibition above about 27%;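 further: cells stimulated with galanin 1-16 at roughly its EC80; 0% = agonist challenge control and 100% = basal control without agonist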
Target sequence (O43603 whole entry, looked up): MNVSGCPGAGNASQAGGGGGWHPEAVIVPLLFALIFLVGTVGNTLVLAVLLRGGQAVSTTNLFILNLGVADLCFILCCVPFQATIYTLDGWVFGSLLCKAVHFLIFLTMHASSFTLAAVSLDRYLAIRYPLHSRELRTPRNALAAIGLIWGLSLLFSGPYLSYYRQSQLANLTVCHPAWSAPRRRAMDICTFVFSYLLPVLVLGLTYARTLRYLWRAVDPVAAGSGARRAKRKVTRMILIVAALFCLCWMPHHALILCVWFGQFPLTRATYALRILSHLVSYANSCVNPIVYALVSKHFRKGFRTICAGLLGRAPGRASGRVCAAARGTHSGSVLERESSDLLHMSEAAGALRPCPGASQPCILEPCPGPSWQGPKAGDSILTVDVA
PTEN del growth: suppresses growth of cells with PTEN deletion | HCT116 PTEN-null viability, CellTiter-Glo, 60 h; active compounds read low | 140,000 tested, 1.2% active | viability, % at 10 µM | AID 827;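 active means viability at or below a set limit, 4 SD under the median of all tested compounds, cut at about 3.7% in these data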;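 further: PTEN knockout HCT116 line with beta catenin targeted HCT116 as companion control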
NPY-Y2 antag: antagonists of human neuropeptide Y receptor Y2. P49146. 140,000 tested, 0.99% active. inhibition, % at 2.7 µM. AID 793. NPY-Y2 expressing cells, antagonist mode; in the data active means inhibition above about 17%;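 further: 0% = vehicle with agonist challenge and 100% = reference antagonist with challenge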
Target sequence (P49146 whole entry, looked up): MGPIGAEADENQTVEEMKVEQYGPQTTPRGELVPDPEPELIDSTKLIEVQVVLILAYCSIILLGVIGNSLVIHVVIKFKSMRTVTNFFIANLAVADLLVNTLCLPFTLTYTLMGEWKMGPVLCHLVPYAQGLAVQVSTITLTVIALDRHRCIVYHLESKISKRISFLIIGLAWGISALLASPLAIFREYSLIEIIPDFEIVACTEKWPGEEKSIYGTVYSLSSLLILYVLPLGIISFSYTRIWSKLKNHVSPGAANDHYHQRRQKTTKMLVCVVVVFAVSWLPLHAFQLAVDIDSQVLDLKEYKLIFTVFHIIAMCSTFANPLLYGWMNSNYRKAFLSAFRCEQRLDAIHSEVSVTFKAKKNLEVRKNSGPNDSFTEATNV
Phagocyt inh: inhibitors of macrophage phagocytosis. J774A.1 macrophage IgG-bead phagocytosis, imaging. inhibition, % at 5 µM. 110,000 tested, 0.07% active. AID 1029;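 active means inhibition above the mean of the plate negative controls plus 5 SD, cut at about 13% in these data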;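 further: phagocytic index as fraction of beads internalized from green versus red external bead signal; plate controls were DMSO negative control for no effect and cytochalasin-D positive control for full effect; some results beyond the cut were filed as inactive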
bCat KO growth: beta-catenin-lacking colon tumor cell growth suppression | 140,000 tested, 1.5% active | HCT116 beta-catenin knockout viability, CellTiter-Glo, 60 h; active compounds read low | viability, % at 10 µM;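 active means viability at or under a set limit, the compound median less 4 SD, cut at about 6% in these data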;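 further: 0% = Hyamine 1622 control at 20 µM and 100% = untreated cell control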
Yeast lifespan up: extends the lifespan of yeast; S. cerevisiae growth with nicotinamide, OD615; deaD strain in restrictive glucose medium; inhibition of the nicotinamide effect, % at 10 µM; 130,000 tested, 0.68% active; AID 775;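 active means inhibition above a set limit, placed 3 SD over the median of all compounds, cut at about 26% in these data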;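 further: 0% = nicotinamide-treated wells and 100% = cells grown without nicotinamide; some compounds called inactive have numbers as strong as hits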
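Assay system: DeaD-strain S. cerevisiae. Medium: CSMM-D glucose medium, restrictive. Reagent: nicotinamide, 1.5 mM, co-present with compound. Compound: 10 µM single point, 0.25% DMSO. Schedule: culture preincubation 4 h, compound exposure 48 h, both 30 °C. Detection: absorbance at 615 nm.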
E-sel TNF inh: TNF alpha driven E-selectin expression inhibition; HUVEC TNFa-induced E-selectin immunofluorescence, high content; inhibition, % at 2 µM; 120,000 tested, 0.71% active; AID 1246;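 active means inhibition above the batch mean plus 3 SD, and confirmed as a hit on visual image review, cut at about 43% in these data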;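 further: 0% = TNF-stimulated DMSO wells and 100% = unstimulated control wells; not every result past the cut was called active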
Active calls of the source: *; · = no result given.

SMILES	Measles CPE	MRP1 act	BB579 growth dn	GALR2 blocker	PTEN del growth	NPY-Y2 antag	Phagocyt inh	bCat KO growth	Yeast lifespan up	E-sel TNF inh
COc1ccc(S(=O)(=O)N(Cc2ccccc2)c2ccccc2C(=O)Nc2ccccc2C(=O)NCc2ccco2)cc1	9	0.9	-5	-8	84	2	-4	85	-1	·
CCc1cccc(C)c1NC(=O)c1ccoc1C	44*	-1.6	8	3	100	1	0	90	-14	7
O=c1[nH][nH]c(C(F)(F)F)c1C=Nc1ccccc1	9	-1.8	-15	2	84	-2	·	89	-22	-3
CN1C(=O)/C(=C/c2ccc(-c3ccccc3[N+](=O)[O-])o2)SC1=Nc1ccc(Cl)c(C(=O)O)c1	20	-1.2	-20	-6	90	2	-8	82	1	24
CCOC(=O)C1=C(C)NC2=C(C(=O)CCC2)C1c1ccsc1 (stereo not given)	5	-2.1	3	15	87	3	0	97	-21	13
Cc1cc(NC(c2cccnc2)c2c(C)[nH]c3ccccc23)no1 (stereo not given)	8	-5.2	4	18	86	2	·	83	-5	-18
CC1Cc2nc(SCC(=O)N3CCN(c4ccccc4)CC3)n(CCc3ccccc3)c(=O)c2S1 (stereo not given)	30	-4.2	-9	12	56	14	0	53	-8	·
CCN1CCCC1CNC(=O)C(=O)Nc1cccc(OC)c1 (stereo not given)	18	-1.8	1	1	105	1	-6	98	-1	-9
COc1ccc(N2CCN(CC(=O)Nc3cc(C)on3)CC2)cc1	25	-0.6	-55	-5	102	-1	-1	91	-1	-2
CC(C)(CSc1nncn1N)NS(=O)(=O)c1ccc(Cl)cc1	2	-0.1	-43	-9	100	-1	-1	96	-4	-37
O=C(NCc1ccc2c(c1)OCO2)c1ccc(CS(=O)(=O)c2cccc(C(F)(F)F)c2)o1	·	-0.4	-47	10	91	0	-1	94	8	2
O=C(c1cc(-c2ccc(O)cc2)on1)N1CCc2ccccc2C1	7	-3.7	-7	9	88	13	2	99	-13	·
O=C(N/N=C/c1cccs1)c1cnccn1	7	1.3	-6	5	95	3	-5	89	-4	·
Cc1nnc(SCC(=O)NCc2cccs2)n1-c1ccccc1	14	0.2	-5	1	98	2	4	96	-9	0
CCOC(=O)c1ccccc1NC(=O)CSc1ccccc1	9	-1.7	-40	9	89	4	·	93	·	-15
Cc1cc(SCC(=O)NCCC2=CCCCC2)nc2ccccc12	20	-2.3	-14	2	90	7	-3	91	4	·
CCN(CC)S(=O)(=O)c1ccc(O)c(NS(=O)(=O)c2ccccc2F)c1	10	-0.5	-32	13	101	2	-9	95	11	·
CCNC(=O)C1CC(=O)N(c2ccc(Br)cc2)C1 (stereo not given)	2	2.1	15	-2	102	2	-1	98	-13	-13
CCCOc1ccc(S(=O)(=O)NCCCN2CCOCC2)c2ccccc12	4	-5.1	-34	2	81	6	5	78	-4	-14
COc1ccc(CCNC(=O)CN(c2ccc(C)cc2)S(=O)(=O)c2c(C)noc2C)cc1OC	37	0.4	-3	5	95	2	-3	98	-3	·
O=C(CSc1ncc(C(F)(F)F)cc1Cl)N1CCN(S(=O)(=O)c2ccccc2)CC1	5	-1.2	-60	-5	82	6	0	80	-9	·
Cc1cccc(NC(=O)c2cc([N+](=O)[O-])ccc2NC2CCCCC2)c1	8	-0.8	-29	-1	65	-1	-8	64	-1	8
Cc1noc(C)c1S(=O)(=O)N(CC(=O)Nc1ccc2c(c1)OCO2)c1ccc(C(C)C)cc1	4	-1.8	-15	10	86	3	0	86	-1	3
COc1ccc(N(C(C)C(=O)N/N=C/c2ccc(OCC(C)C)cc2)S(C)(=O)=O)cc1 (stereo not given)	5	-0.8	-43	1	88	-2	-12	91	3	-17
Cc1cc(/C=N/n2cnnc2)c(C)n1-c1ccc(Cl)cc1	8	-3.2	2	-11	87	3	-1	89	3	·
SMILES	Measles CPE	MRP1 act	BB579 growth dn	GALR2 blocker	PTEN del growth	NPY-Y2 antag	Phagocyt inh	bCat KO growth	Yeast lifespan up	E-sel TNF inh
CC1CC(C)CN(C(=O)C2CCCN(S(=O)(=O)c3cccc4nonc34)C2)C1 (stereo not given)	53*	-2.9	-34	-22	90	1	-2	88	-15	-8
COc1ccc(C(=O)Nc2ccc3c(c2)nc(CN2CCN(C(C)=O)CC2)n3C)cc1	2	-1.8	-39	8	78	2	·	87	4	2
CN(c1ccccc1C(=O)Nc1ccccc1C(=O)NCc1ccco1)S(C)(=O)=O	20	-4.2	-29	1	100	1	-2	102	-11	-13
CCC(C)NC(=O)C1CCN(S(=O)(=O)c2ccc(OC)cc2)CC1 (stereo not given)	3	-1.0	-12	0	100	1	-1	95	-6	-10
CC1CCN(c2cc(N)c(Cl)cc2[N+](=O)[O-])CC1	19	1.0	-2	-12	71	4	-1	89	-5	25
COc1ccc(/C(C)=N\NS(C)(=O)=O)c(OC)c1	3	-0.5	-21	-10	98	-1	-1	100	-3	0
Cc1cc(-c2cccs2)n[nH]1	37*	2.0	9	0	98	-1	-1	96	-8	-7
O=C(Nc1ccc(S(=O)(=O)NCc2ccco2)cc1)c1ccncc1	9	-1.1	-7	0	88	-3	0	81	-7	0
CCN1CCN(c2c(Cl)cccc2NC(=O)c2ccc3c(c2)OCCO3)CC1	3	-2.2	-17	-3	60	4	0	66	-12	19
O=[N+]([O-])c1ccc(C2CCCC/C2=N/OCc2ccc(F)cc2)c([N+](=O)[O-])c1 (stereo not given)	4	-0.3	-43	-5	71	12	·	75	-3	20
CCCC(=O)Nc1nnc(-c2ccco2)s1	14	-1.1	-23	1	86	0	1	101	-9	12
CCC1Sc2ccccc2N(CC(=O)NCc2ccc3c(c2)OCO3)C1=O (stereo not given)	9	-0.6	-36	-12	95	4	-2	83	9	95*
CCN1CCN(C(=O)C2c3cc(OC)c(OC)cc3C(=O)N(C)C2c2ccc(SC)cc2)CC1 (stereo not given)	5	-2.8	-18	-2	94	-1	·	89	-5	6
N#CCCN(C(=O)CSc1ccc2c(c1)OCCO2)c1ccccc1	13	-0.8	-47	11	108	1	-1	95	0	-25
CCOC(=O)N1CCN(C(=O)c2oc(=O)c3ccccc3c2-c2ccc(C)cc2)CC1	17	-1.0	-34	-10	108	3	0	89	-6	·
CCOC(=O)c1nnc(-c2cccs2)nc1Oc1ccc(Cl)cc1	15	-0.6	-90	-8	110	3	0	94	27	15
O=C(CSc1ccc(Cl)cc1)OCc1nnc(-c2ccccc2)o1	16	-1.8	-15	-9	94	8	-1	85	-3	-22
CCN(CC)S(=O)(=O)c1ccc(OC)c(NC(=O)COc2ccc3c(C)cc(=O)oc3c2)c1	8	-0.8	-38	-6	97	2	-9	94	6	22
COc1ccc(-c2nnc(SCc3ccccn3)n2C)cc1	5	-0.2	-3	1	98	2	·	90	·	-1
Cc1ccc(-c2nn(CC(=O)NCc3ccco3)c(=O)c3ccccc23)cc1	7	-4.8	1	6	7	7	2	5.2*	-24	-22
COc1cc(/C=C/C(=O)NCCn2c(C)cc3ccccc32)cc(OC)c1OC	4	-1.8	-16	19	73	2	·	92	-3	-20
O=C(Nc1ccccc1)c1nc2ccccc2s1	5	-3.4	-28	11	78	10	-3	83	-2	·
NC(=O)Cc1ccc2sc(-c3ccccc3)nc2c1	30	-0.4	-11	0	88	1	-6	91	-8	-31
CCOC(=O)c1c(NC(=O)CSc2nnc(C)s2)sc2c1CCC(CC)C2 (stereo not given)	25	3.9	-22	-3	66	10	·	54	·	3
COc1ccc(OC)c(N(CC(=O)Nc2cccnc2)S(C)(=O)=O)c1	7	-0.4	-62	8	104	-1	1	101	-3	-2
SMILES	Measles CPE	MRP1 act	BB579 growth dn	GALR2 blocker	PTEN del growth	NPY-Y2 antag	Phagocyt inh	bCat KO growth	Yeast lifespan up	E-sel TNF inh
CCCCC(=O)c1c(C)cc(C)[nH]c1=O	3	-0.3	-88	2	95	3	-1	98	2	·
O=C(N/N=C/c1ccsc1)c1cc(-c2ccncc2)nc2ccccc12	2	-2.5	-27	5	35	4	7	38	8	-10
COc1ccc(-n2c(C)c(C(C)=O)c(C(C)=O)c2C)cc1	3	-1.6	-84	-4	110	-2	2	110	9	·
O=C(O)c1cc2nc3c(c(C(F)(F)F)n2n1)CCc1ccccc1-3	22	-0.3	-82	4	87	0	0	98	-5	·
Cc1ccc(N(NC(=O)C(C)(C)O)C(=O)c2ccccc2)cc1C	1	-0.7	-51	1	95	2	1	102	-3	32
O=C(CSc1nc2ccccc2o1)c1cc2ccccc2oc1=O	3	-3.0	-13	-9	93	6	·	95	38*	-26
O=S(=O)(c1ccc(NC(=S)Nc2ccc(OC(F)F)cc2)cc1)N1CCOCC1	3	-2.9	-8	-6	97	-1	-2	93	-5	6
CCOc1cc(C(=O)NC(=S)Nc2cccnc2)cc(OCC)c1OCC	12	-3.0	-34	-1	88	1	-4	100	-3	-5
Cn1cc[nH]c1=S	10	-1.9	4	9	92	1	·	103	3	·
Cc1ccc(OCc2nnc(SCC(=O)N3CCOCC3)n2C)cc1	16	2.3	-12	2	98	2	4	92	-11	-10
CC(Oc1ccc(Cl)cc1Cl)C(=O)NC(=S)N1CCc2ccccc21 (stereo not given)	4	-2.5	15	14	51	8	7	52	-4	·
COc1ccc(CNc2nc3c(c(=O)[nH]c(=O)n3C)n2Cc2ccccc2C)cc1	13	-0.8	-37	-12	85	7	-1	85	-8	15
Cc1ccc2c(COC(=O)C3=COCCO3)cc(=O)oc2c1	7	-1.0	-32	-9	87	0	0	91	-13	·
CCc1ccc(NC(=O)C(C)OC(=O)CCC(=O)c2cccs2)cc1 (stereo not given)	7	-0.6	-22	-3	105	4	·	104	-7	-8
COc1ccc(/C=N/n2cnnc2SCCO)cc1OC	5	-0.5	16	-21	99	-2	0	101	-10	·
CCOC(=O)C(CCCOc1cccc(CC)c1)C(=O)OCC	12	-1.9	-7	-15	93	6	-1	84	-6	2
Cc1cccc(NC(=O)/C=C/c2ccc([N+](=O)[O-])s2)c1	2	-7.0	-34	32*	1.1*	5	-7	2.8*	2	23
Cc1cc(C)n(C(=O)CCNC(=O)c2ccccc2Br)n1	3	-0.1	15	-4	93	1	-1	101	-6	·
COc1cc([C@H]2[C@@H]3CCCC[C@]3(O)CCN2CC(=O)Nc2ccc(C)cc2C)ccc1O	22	-1.8	-49	-5	81	1	2	84	-12	·
O=c1c2oc3ccccc3c2ncn1Cc1ccccc1F	7	-3.0	-11	5	95	1	·	94	-20	-33
CCN(CCC#N)c1ccc(/C=N/Nc2nc(C)cc(=O)[nH]2)c(C)c1	22	-2.1	-33	5	100	1	-3	92	0	-2
Nc1sccc1C(=O)c1ccccc1	18	-0.1	-29	-10	93	1	0	104	-18	-5
CCCCSc1nc(N)c(C#N)c(-c2cccs2)c1C#N	17	-5.1	-20	10	73	6	-1	74	-29	·

Structures above printed as active in Yeast lifespan up:
structure,Measles CPE,BB579 growth dn,GALR2 blocker,NPY-Y2 antag,Phagocyt inh,Yeast lifespan up,E-sel TNF inh
O=C(CSc1nc2ccccc2o1)c1cc2ccccc2oc1=O,3,-13,-9,6,·,38*,-26
